High-throughput results as filed in PubChem.
TDP-43 yeast inh: TDP-43 toxicity inhibition in yeast; TDP-43 expressing yeast growth rescue, BacTiter-Glo, 24 h; Potency, µM (titrated, usually from 46.1 µM), without a hit: at the top dose growth rescue (activation), actives largely listed as activators; hit rate 1.8% among 410,000; note: potency is the fitted concentration of half-maximal effect; % of control where 0% means no effect; nearly all actives have a fitted effect of over 50% in size
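Yeast expressing TDP-43 (pregrown in raffinose, seeded at OD600=0.02 in galactose medium) exposed to compounds 24 hr at 30 deg C. Growth read by BacTiter-Glo luminescence; rescue of toxicity appears as increased signal.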
Abeta yeast res: restores growth of yeast expressing A-beta42 peptide; hit rate 0.063% among 410,000; AID 1347071; Potency, µM (titrated, usually from 46.1 µM), for inactives: at the top dose growth rescue, hits mostly activators; yeast expressing A-beta42, growth rescue, OD600, 48 h; response scale: 0% DMSO, 100% iron-clioquinol control; note: potency is the fitted concentration of half-maximal effect; nearly all actives have a fitted effect of over 55% in size
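Growth rescue measured by 600 nm absorbance after 48 h yeast culture at 30 C with compound. Values normalized between DMSO and an equimolar ferric chloride plus clioquinol control.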
PTHR1 agonist: PTHR1 (human) receptor agonism. HEK293 GP2 PTHR1 cells, GloSensor cAMP luminescence, 1 h. Potency, µM (highest dose often 115 µM), for inactives: at the highest dose activation, usual class: activators. AID 743266. hit rate 0.075% among 410,000; note: potency is the fitted concentration of half-maximal effect; nearly all actives have a fitted effect of over 55% in size; some results filed as inactive show a strong effect at the top dose; inactives centre near -15; many of its hits are not listed in these tables
Target sequence (Q03431 whole entry, looked up): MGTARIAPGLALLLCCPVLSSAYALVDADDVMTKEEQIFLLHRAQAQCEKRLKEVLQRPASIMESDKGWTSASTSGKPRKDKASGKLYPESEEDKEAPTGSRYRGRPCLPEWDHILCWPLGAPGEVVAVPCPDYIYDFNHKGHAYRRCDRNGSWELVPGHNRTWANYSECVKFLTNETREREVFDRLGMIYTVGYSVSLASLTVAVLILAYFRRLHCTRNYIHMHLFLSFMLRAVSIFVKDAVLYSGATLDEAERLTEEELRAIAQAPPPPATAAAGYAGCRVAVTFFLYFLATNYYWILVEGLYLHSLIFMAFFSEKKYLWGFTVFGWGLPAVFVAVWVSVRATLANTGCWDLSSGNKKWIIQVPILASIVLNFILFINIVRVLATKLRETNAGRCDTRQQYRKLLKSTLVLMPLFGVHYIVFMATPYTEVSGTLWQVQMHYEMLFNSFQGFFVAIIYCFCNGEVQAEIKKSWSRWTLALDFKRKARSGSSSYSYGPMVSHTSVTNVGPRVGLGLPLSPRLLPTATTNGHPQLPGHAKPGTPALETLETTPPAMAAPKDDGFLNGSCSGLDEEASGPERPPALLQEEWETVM
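HEK-293-derived GP2 cells expressing PTHR1 and a GloSensor cAMP reporter, 3,000/well, plated overnight, given luciferin plus IBMX (each 0.5 mM as added) for 1 h at 37 °C, then compound for 1 h at 37 °C. Luminescence was read after 15 min at room temperature.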
D3 antag: antagonists of human D3 dopamine receptor. P35462. D3R cells, DiscoveRx beta-arrestin luminescence, antagonist mode; active compounds read low. max response, negative = inhibition, %. hit rate 2.5% among 360,000. AID 652054; in the data active = max response below about -50%; inconclusive = no clear call, values can overlap the other calls; note: % is set by controls: 0 for no effect and ±100 for the full control effect; mostly tested at two doses, the higher about 12 µM
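Cells expressing the human receptor were seeded at 1500 cells/well, incubated overnight at 37 degrees C in 5% CO2, then exposed to library compounds with dopamine controls for 90 minutes at 37 degrees C before luminescent detection.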
aSyn rescue: rescues yeast growth from alpha-synuclein toxicity; Potency, µM (top dose mostly 46.1 µM), without a hit: at the top dose growth rescue (activation), actives largely listed as activators; Yeast expressing alpha-synuclein, growth rescue, BacTiter-Glo, 24 h; AID 652106; hit rate 0.14% among 370,000; note: potency is the fitted concentration of half-maximal effect; % of control where 0% means no effect; nearly all actives have a fitted effect of over 65% in size
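Galactose-induced alpha-syn yeast (OD600=0.02, raffinose-pregrown) + pinned cpd, 24 hr, 30 deg C; growth by BacTiter-Glo luminescence. Growth restoration scores as activation.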
pAkt inh: Akt phosphorylation inhibition; Neuro2A IGF-stimulated pAkt S473 HTRF, 20 min; active compounds read low; activity change, % for hits at 50 µM; hit rate 0.32% among 360,000; AID 651550; in the data active = activity change below about -80%; inconclusive = mostly about -51% to -80%; note: % is set by controls: 0 for no effect and ±100 for the full control effect
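Neuro2A cells in DMEM with 0.5% FBS, overnight at 37 deg C, given compound at single 50 µM final, then IGF (6 nM final) for 20 min at 37 deg C. Lysed; phospho-Akt Ser473 by HTRF after 24 h, 665/615 ratio.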
FUS yeast rescue: suppressors of FUS proteinopathy in yeast. S. cerevisiae FUS-expressing, growth rescue, OD600, 24 h. Potency, µM (top dose mostly 76.6 µM), inactives show at the top dose growth rescue (activation), most hits filed as activators. hit rate 0.24% among 390,000. AID 1347120;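 note: potency is the fitted concentration of half-maximal effect; plate controls were DMSO vehicle for no effect and reference control for full effect; nearly all actives have a fitted effect of over 55% in size; some results filed as inactive show a strong effect at the top dose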
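Steps: raffinose overnight preculture; dilution to OD 0.005 in 2% galactose minimal medium; compound addition (concentration series); 24hr at 30C, 99% humidity; absorbance read at 600 nm.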
GLP1R inv ag: acts as inverse agonist at human GLP-1 receptor; P43220; AID 624417; hit rate 1.6% among 410,000; HEK293 GLP-1R CRE-luciferase, luminescence, 24 h; GLP-1R form is constitutively active; Potency, µM (highest dose often 38.3 µM), inactives show at the top dose activity change, negative = inhibition, hits mostly inhibitors; note: potency is the fitted concentration of half-maximal effect; % is set by controls: 0 for no effect and ±100 for the full control effect; nearly all actives have a fitted effect of over 55% in size
Target sequence (P43220 whole entry, looked up): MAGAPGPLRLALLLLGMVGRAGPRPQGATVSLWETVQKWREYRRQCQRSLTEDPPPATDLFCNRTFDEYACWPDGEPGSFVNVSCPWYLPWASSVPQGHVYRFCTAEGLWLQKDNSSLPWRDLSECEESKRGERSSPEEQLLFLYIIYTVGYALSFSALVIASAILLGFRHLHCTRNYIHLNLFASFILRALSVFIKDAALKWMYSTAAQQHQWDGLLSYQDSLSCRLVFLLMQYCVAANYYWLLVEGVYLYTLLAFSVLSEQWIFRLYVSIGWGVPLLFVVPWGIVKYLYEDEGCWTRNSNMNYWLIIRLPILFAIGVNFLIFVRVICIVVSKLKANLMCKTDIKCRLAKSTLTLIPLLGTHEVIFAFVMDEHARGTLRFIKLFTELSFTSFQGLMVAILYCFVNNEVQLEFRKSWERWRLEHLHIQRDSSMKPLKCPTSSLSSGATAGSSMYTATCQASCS
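Stable HEK293 clone (constitutively active GLP-1R + cAMP-response luciferase); 200 cells/uL plated, 12 h pre-culture, compound 24 hr, 37 deg C/5% CO2; detection reagent 12 min RT; luminescence.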
GLP1R ag: GLP-1 receptor (human) agonism | P43220 | HEK293 GLP-1R CRE-luciferase, luminescence, 4-6 h; cells express a hypersensitive GLP-1R form | Potency, µM (top dose mostly 45.6 µM), for inactives: at the highest dose activation, usual class: activators | hit rate 0.007% among 380,000; note: potency is the fitted concentration of half-maximal effect; % of control where 0% means no effect
* hit, by the source's call; i = inactive; ? = inconclusive; · = no result given; [ ] = dose if it differs, or a comment. Unless noted, calls come from the whole dose curve; as a rule, active = well fitted curve in the direction sought with a large enough effect; inconclusive = small, poorly fitted or top-dose-only effect, or another doubt; inactive = no such curve, though single readings can be large; an effect the other way counts as inactive or inconclusive. Only part of the results is shown; the hit share may differ from the screen's.

Screens in order – TDP-43 yeast inh	Abeta yeast res	PTHR1 agonist	D3 antag	aSyn rescue	pAkt inh	FUS yeast rescue	GLP1R inv ag	GLP1R ag
COc1ccccc1Cn1c(CNS(=O)(=O)c2ccc3c(c2)CCCC3)nc2cccnc21
 : 18.8%	10.2%	-70.6%[inhibitor]	·	·	·	?	-0.5%	·
CCn1c2ccccc2c2nnc(SCN3C(=O)c4ccccc4C3=O)nc21
 : -2.6%	-22.8%	i	-20.4	-7.2%	i	-5.8%	6.9%	15.2%
O=C(c1ccccc1)c1n[nH]c(-c2ccccc2)cc1=O
 : 10.2%[9.22 µM]	9.0%	-1.1%	-7.2	3.9%	i	-24.6%	1.0%[7.66 µM]	0.6%
COC(=O)COc1cccc2c(=O)n(CC(=O)NCc3ccccc3)ccc12
 : 0.0%	-15.3%	-13.7%	-24.0	-5.4%	i	16.6%	?	16.4%
COC(=O)CSC1=C(C#N)C(=O)NC(c2ccccc2)S1 (stereo not given)
 : 4.7%	-0.7%	i	-74.1*	-7.4%	i	25.3%	2.1%	1.5%
CC1(C(=O)NS(=O)(=O)c2ccc3c(c2)CCO3)CCN1C(=O)C1(c2ccc(Cl)cc2)CC1 (stereo not given)
 : ?	-1.5%	-19.0%	0.0	16.3%	i	21.9%	-27.3%	-2.6%
O=C(Cc1cccs1)NCc1ccc2c(c1)OCO2
 : ?	7.9%	i	-1.6	0.3%	i	19.6%	145.4%[activator]	-0.4%
CCC(Cc1ccccc1)NC(=O)Cn1ncc2c3ccccc3n(Cc3ccc(F)cc3)c2c1=O (stereo not given)
 : 5.5%[9.22 µM]	2.2%	-16.9%	·	·	·	-7.0%	14.8%	·
Cc1cccc(NS(=O)(=O)c2ccc(C)c(C(=O)N(C)C3CCN(C)CC3)c2)c1
 : 18.8%	2.3%	i	13.3	1.1%	i	10.8%	-11.2%	0.7%
CCOC(=O)C(C)Sc1nc(=O)n2cc(C)ccc2n1 (stereo not given)
 : 14.9%	-11.6%	i	0.5	3.5%	i	10.6%	5.8%	-0.4%
CCC1=C(OC(=O)N(CC)CC)N2C(=O)OC(=NCC3CC3)[C@]2(C)[C@H]2C1=CC[C@H]1C(=O)N(CC(=O)OC)C(=O)[C@H]12
 : 21.0%	-1.1%	i	23.5	-3.4%	i	10.8%	7.0%	-2.3%
CCOc1ccc(CNC(=O)Nc2ccccc2)cc1
 : -16.5%	-8.9%	-3.9%	4.7	-2.7%	i	22.9%	37.4%[activator]	5.0%
O=C(CSc1ncccn1)NC1CCCc2ccccc21 (stereo not given)
 : -7.9%	-2.0%	-5.9%	1.4	-6.8%	i	13.3%	7.7%	16.8%
COC(C[C@H]1O[C@@H]1C(=O)[C@H](C)OCc1ccccc1)OC
 : 24.6%	0.4%	i	-18.3	5.7%	i	-33.4%	1.9%	-4.0%
COc1cccc(C(O)c2nc(-c3cncnc3)cs2)c1 (stereo not given)
 : 22.5%	-2.5%	i	?	-8.7%	i	-29.7%	-3.0%	-3.0%
COCC1CCCCC1OS(N)(=O)=O (stereo not given)
 : -7.4%	-12.5%	i	0.0	0.8%	i	-29.0%	8.7%	-1.7%
CCOCCCNC(=O)C1CCN(C(=O)Nc2ccc(Cl)cc2)CC1
 : -3.7%	-5.4%	-20.4%[57.5 µM]	0.0	-10.0%	i	19.8%	3.3%	-1.3%
COc1cc(/C=N/NC(=O)c2ccncc2)ccc1OC(=O)c1ccc([N+](=O)[O-])cc1
 : -9.7%	-11.2%	-8.9%[57.5 µM]	0.0	-1.5%	-106.7%*	9.8%	-7.6%	-3.2%
COc1ccc(CC(=O)Nc2ccc(N3CCN(c4ccc(OC)cc4)CC3)c(C#N)c2)cc1
 : 23.6%	16.5%	i	5.1	-3.4%	i	-0.9%	-1.9%	-25.4%
O=c1[nH]c2ccccc2n1Cc1ccc(Cl)cc1
 : 10.2%	18.6%	-23.2%[57.5 µM]	-6.7	6.0%	i	-8.0%	0.5%	-8.5%
Cc1ccc(-n2c(Cc3ccccc3)nnc2SCc2nc(-c3cccs3)no2)cc1
 : ?	-17.8%	i	·	·	·	41.8%	10µM*	·
Cc1ccc(C(=O)Cn2nnc(-c3ccccc3)n2)cc1
 : -35.7%	14.3%	i	0.3	18.7%	i	15.7%	?	6.5%
CC(=O)NC(c1ccccc1)c1nc(-c2cccnc2)cs1 (stereo not given)
 : 15.5%	-4.7%	-37.8%[inhibitor]	12.1	-12.5%	i	-8.8%	16.9%	1.9%
COc1ccccc1Nc1nc(-c2sc(N)nc2C)cs1
 : 17.1%	-13.4%	i	4.2	-2.3%	i	-5.2%	15.8%	-1.6%
CC(C)CCNC(=O)c1ccc(C2SCC(=O)N2Cc2ccco2)cc1 (stereo not given)
 : 21.0%	14.2%	-9.7%[57.5 µM]	4.6	2.6%	i	1.2%	-12.6%	0.3%
COc1ccc(Cl)cc1NC(=O)c1[nH]nc(OC)c1[N+](=O)[O-]
 : 6.8%	1.5%	i	0.4	2.1%	i	0.7%	-1.8%	0.0%
COc1ccc(N2CCN(c3nc4ccccc4n4c(C)nnc34)CC2)cc1
 : 20.3%	-2.5%	i	·	·	·	3.6%	17.2%	·
CCCC(=Nc1ccccc1OC)C1=C(O)CC(c2ccccc2)CC1=O (stereo not given)
 : -51.0%[inhibitor]	-29.8%	-19.1%	4.7	4.7%	i	·	23.0%	0.1%
Cc1cccc(CC(=O)Nc2ccc(C(=O)N3CCCCC3)cc2)c1
 : -27.4%	8.4%	-82.6%[inhibitor]	-21.0	-0.2%	i	·	?	2.2%
CCSC(=O)N(CC)CC(=O)Nc1c(CC)cccc1CC
 : -17.2%	-0.6%	i	-4.6	-1.3%	i	?	-26.7%	-1.1%

Records listed so far printed as active in pAkt inh:
SMILES | PTHR1 agonist | pAkt inh | FUS yeast rescue | GLP1R inv ag | GLP1R ag
COc1cc(/C=N/NC(=O)c2ccncc2)ccc1OC(=O)c1ccc([N+](=O)[O-])cc1 | -8.9%[57.5 µM] | -106.7%* | 9.8% | -7.6% | -3.2%

The list goes on.
Screens in order – TDP-43 yeast inh	Abeta yeast res	PTHR1 agonist	D3 antag	aSyn rescue	pAkt inh	FUS yeast rescue	GLP1R inv ag	GLP1R ag
O=C(CCCn1nnnc1CN1CCOCC1)N1CCC(c2ccccc2Cl)C1 (stereo not given)
 : 13.4%	19.5%	i	16.8	-14.9%	·	-1.7%	-0.7%	3.1%
CCOc1ccc(/C=C2\SC(=S)N(CC(=O)Nc3ccccn3)C2=O)cc1
 : -8.7%	8.7%	-4.5%	2.6	-2.1%	i	-10.7%	13.2%	-1.5%
O=C(CN1C(=O)c2cccc3cccc1c23)Nc1cccc(F)c1
 : 19.8%	3.3%	-19.8%	·	·	·	12.0%	?	-0.1%
O=C1CC[C@@]23CCCN2C(=O)CCCC3C1 (stereo not given in full)
 : -3.8%	-3.1%	-40.8%	18.6	-1.7%	i	-17.9%	11.9%	2.8%
O=S(=O)(c1ccc2ccccc2c1)N1CCN(C(=S)Nc2ccc(F)c(Cl)c2)CC1
 : -24.3%	0.4%	i	?	8.5%	i	·	4.47µM*	-3.8%
Cc1ccc([C@@H]2CC(=O)[C@@H]3CN(S(=O)(=O)c4ccc(C)cc4)[C@H](c4ccccc4F)C[C@@H]3N2S(=O)(=O)c2ccc(C)cc2)cc1
 : 4.7%	-11.5%	-10.2%	-26.5	0.6%	i	24.1%	8.6%	15.2%
CC1(C)Cc2c(sc(NC(=O)c3ccccc3)c2C(=O)O)CO1
 : -14.4%	-12.9%	-26.1%	-11.9	0.1%	i	14.2%	-15.8%	-0.9%
CCOC(=O)c1ccccc1NC(=O)CSc1cn(CC(=O)N2CCCCC2)c2ccccc12
 : 0.0%	-1.1%	-9.5%	·	·	·	11.0%	14.9%	·
O=C(CCNc1ccc(F)cc1)c1ccco1
 : 14.1%	-13.0%	i	-2.9	4.9%	i	-24.3%	30.4%[activator]	-1.2%
COc1ccc(-c2cccc(C3CC=CC4C3C(=O)N(Cc3ccccc3)C4c3ccc(OC)c(Cl)c3)c2)cc1 (stereo not given)
 : ?	10.2%	-41.4%[inhibitor]	-3.3	-18.2%	i	26.3%	?	-0.8%
Cc1ccc2nc(NC3=NCN(Cc4cccnc4)CN3)nc(C)c2c1
 : -7.0%	-1.0%	i	9.4	?	i	-16.4%	0.0%	-9.2%
Cc1ccn2cc(-c3ccc(NS(=O)(=O)c4ccccc4)cc3)nc2c1
 : -5.2%	12.2%	-29.1%	7.7	-5.4%	i	·	-29.2%	5.8%
COc1ccc(/C=C(\C#N)c2nc(-c3ccc(Cl)c(Cl)c3)cs2)cc1OC
 : 15.2%	-9.6%	i	·	·	·	-13.6%	-8.3%	·
Clc1cc(NCc2ccccc2)ncn1
 : -5.7%	7.5%	-3.6%	-20.9	-3.3%	i	-12.4%	6.4%	-8.1%
Cc1ccccc1Cn1c(CN2CCC(C(=O)NCc3cccnc3)CC2)cc2ccccc21
 : 11.2%	-9.4%	i	·	·	·	-6.5%	?	·
COc1ccccc1CNS(=O)(=O)c1c(C(=O)N2CCC(C)CC2)c(C)n(C)c1C
 : 24.0%	9.7%	i	·	·	·	7.6%	-3.6%	·
CSc1ccc(CN2CCCC(N3CCN(c4ccccc4)CC3)C2)cc1 (stereo not given)
 : 6.4%	11.1%	-66.2%[inhibitor]	-25.3	1.3%	i	-3.3%	-22.7%	-4.7%
